mcGAS inh: blocks mouse cGAS activity. Q8C6L5. recombinant cGAS, Kinase-Glo ATP depletion luminescence. inhibition, % at 12.5 µM. 160,000 tested, 0.15% active. AID 1259399;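 also: 0% = negative control wells and 100% = reference inhibitor with no enzyme activity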
NPYLR7 agonist: mosquito NPYLR7 agonism; activation, % at 10 µM; 270,000 tested, 0.15% active; HEK293T NPYLR7/Galpha15, GCaMP6s calcium fluorescence; in the data active = activation above about 40%;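 also: 0% = vehicle and 100% = reference agonist at the receptor; some compounds past the cut are filed as inactive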
hcGAS inh: blocks human cGAS activity; 290,000 tested, 0.081% active; recombinant h-cGAS, ATP depletion, Kinase-Glo luminescence; AID 1259398; inhibition, % at 12.5 µM; Q8N884;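 also: 0% = vehicle reaction and 100% = reaction without DNA for no activity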
Target sequence (Q8N884 whole entry, looked up): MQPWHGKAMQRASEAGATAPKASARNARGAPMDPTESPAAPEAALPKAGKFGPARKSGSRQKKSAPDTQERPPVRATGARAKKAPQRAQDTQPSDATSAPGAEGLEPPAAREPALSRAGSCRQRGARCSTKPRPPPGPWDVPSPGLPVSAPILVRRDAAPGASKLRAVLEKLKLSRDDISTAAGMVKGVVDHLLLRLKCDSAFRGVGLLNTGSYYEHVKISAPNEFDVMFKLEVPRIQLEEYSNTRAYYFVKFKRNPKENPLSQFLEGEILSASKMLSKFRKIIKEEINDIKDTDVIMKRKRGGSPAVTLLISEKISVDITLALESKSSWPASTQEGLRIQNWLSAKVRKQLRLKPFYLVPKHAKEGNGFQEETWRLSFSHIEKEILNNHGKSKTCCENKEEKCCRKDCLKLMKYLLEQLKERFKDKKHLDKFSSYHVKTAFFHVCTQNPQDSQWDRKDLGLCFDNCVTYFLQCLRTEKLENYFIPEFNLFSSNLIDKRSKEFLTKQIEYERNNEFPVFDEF
Starred values were filed as active, the others as inactive; . = no result given; & = joins results of further samples. Rule as the data show it, unless noted: active = inhibition above about 40%; inactive = the rest.

Start of the data: the first two entries (preview)
no.	SMILES	NPYLR7 agonist	hcGAS inh	mcGAS inh
1	CC1=NNC(=O)C1CC(=O)N/N=C\C(C)=C\c1ccccc1 (configuration not stated)	-2.7	-6.6	.
2	COC(C(=O)N(C)Cc1nc2ccccc2n1C)c1ccccc1 (configuration not stated)	0.6	0.4	.

The listing, previewed entries included:
no.	SMILES	NPYLR7 agonist	hcGAS inh	mcGAS inh
1	CC1=NNC(=O)C1CC(=O)N/N=C\C(C)=C\c1ccccc1 (configuration not stated)	-2.7	-6.6	.
2	COC(C(=O)N(C)Cc1nc2ccccc2n1C)c1ccccc1 (configuration not stated)	0.6	0.4	.
3	CCc1cnc(CCNC(=O)NC(C)(C)c2nc(C)cs2)s1	6.9	-12.8	.
4	NC(N)=NCCCCN=C(N)N	-5.7&-0.2&3.1	-3.7&-2.4&1.7	-2.6&-2.0
5	Cc1ccn2c3c(c(C(=O)OC(C)C)c2c1)C(=O)c1ccccc1C3=O	-3.4	-2.3	-1.1
6	C=CCN(Cc1nccn1Cc1c(F)cccc1Cl)C(=O)c1ccc(Cl)cc1	18.1	-11.5	-4.9
7	CNC(=O)CN(C)C(=O)c1cc(Cl)c(Cl)n1C	1.7	-8.4	.
8	Brc1ccc2ncnc(NCc3ccco3)c2c1	6.1	5.2	.
9	CC(Cn1cccn1)C(=O)N1C[C@H]2C[C@H](O)[C@@H](O)C[C@H]2C1 (some centres not stated)	-2.1	0.0	-3.7
10	CN1CCN(CC/C=C2/c3ccccc3Sc3ccc(S(=O)(=O)N(C)C)cc32)CC1	2.0	2.6	-4.1
11	COc1ccc(NS(=O)(=O)c2ccc(Oc3cc(OC)cc(OC)c3)c([N+](=O)[O-])c2)cc1	-1.6	-2.9	-3.3
12	CCc1nnc(CNc2nc(-c3ccccc3)nc3c2CCNC3)s1	-4.6	-0.8	0.7
13	CCOc1ccc(-c2nc(Cn3ccn4nc(-c5ccc(OC)cc5)cc4c3=O)c(C)o2)cc1	18.4	-5.7	-10.2
14	Cc1[nH]n(-c2ccccc2)c(=O)c1N=Nc1c(Cl)cc([N+](=O)[O-])cc1Cl	-7.6	-1.1	-1.3
15	O=C(C1CCN(CN2C(=O)NC3(CCCCC3)C2=O)CC1)N1CCCCCC1	5.0	-7.4	.
16	CCOc1ccc(NCC(=O)NCC(=O)N2CCCC2)c(C(F)(F)F)c1	10.3	1.1	.
17	CC(CCc1ccccc1)NC(=O)CSc1nc(Cl)cc(N(C)C2CCCCC2)n1 (configuration not stated)	12.9	-4.8	-4.4
18	Cn1c(=O)cc(C(C)(C)C)[nH]c1=O	1.2	0.3	.
19	CC(c1n[nH]c(Cc2ccccc2)n1)n1cnc2ccccc2c1=O (configuration not stated)	-6.4	1.8	-3.4
20	Cc1n[nH]c(C)c1S(=O)(=O)N1CCCCC1	3.8	-4.2	.
21	Cc1cccc(-n2nc3c(c2NC(=O)CCC2CCCCC2)CS(=O)C3)c1C (configuration not stated)	-3.5	-8.4	.
22	CCCCC(O)CN(CCC)Cc1c(C)nn(-c2ccc(F)cc2)c1Oc1ccccc1F (configuration not stated)	-6.4	-4.4	-5.2
23	CCOc1ccccc1NC(=O)Cn1cccc(-c2nc(-c3ccc(C)cc3)no2)c1=O	1.4	-6.4	-7.6
24	Cc1ccc2nsnc2c1S(=O)(=O)N1CCN(C23CC4CC(CC(C4)C2)C3)CC1	.	-9.5	-4.4
25	NC(=O)C1CCN(C(=O)c2csc(Nc3ccc(OC(F)F)cc3)n2)CC1	13.8	-4.7	.
26	COc1ccccc1C(=O)C1CCCN(C(=O)Nc2cccc(SC)c2)C1 (configuration not stated)	7.7	-3.3	.
27	COc1ccc(NC2CCCN(Cc3cn[nH]c3-c3ccccc3)C2)cc1OC (configuration not stated)	3.0	-6.5	-9.7
28	O=C(Cn1c2ccccc2c2ncn(Cc3ccccc3)c(=O)c21)NCc1ccccc1	-0.4	-0.7	0.0
29	O=C1NN(C(=O)Nc2ccc(Br)cc2)[C@@H](c2ccccc2)[C@@H]1c1ccccc1	-9.2	-2.7	.
30	CCOc1ccccc1N1CCN(S(=O)(=O)c2cc(Br)ccc2OCC)CC1	3.7	-3.3	.
31	CCc1nc(CN(Cc2ccc(Cl)cc2)C2CC2)cs1	8.7	-4.5	.
32	O=C(Cn1cc(C(F)(F)F)ccc1=O)NC(=O)NCc1ccco1	1.9	-4.3	.
33	Cc1nc(CN2CCN(Cn3[nH]c(-c4ccc(Cl)cc4)nc3=S)CC2)cs1	1.0	-3.5	.
34	Cc1ccc(S(=O)(=O)N(Cc2nccn2Cc2cc(C)ccc2C)C(C)C)cc1	16.1	-8.3	-4.3
35	CCCc1cc(C(=O)N2CCC3(CN(C)C(=O)O3)C2)cs1 (configuration not stated)	-0.5	-1.3	.
36	O=C(Nc1nc2c(s1)CCC2)c1cnn(Cc2ccccc2)c1	-0.7	-0.9	.
37	O=C(CCC(F)(F)F)N1CCCC(c2nc(-c3cccnc3)ncc2-c2ccccc2F)C1 (configuration not stated)	34.8	-2.8	-9.1
38	CN1OCC(S(=O)(=O)N(C)Cc2ccco2)C1c1cccc(Oc2ccc(Cl)cc2)c1 (configuration not stated)	4.7	0.4	.
39	O=C1Cc2cc(S(=O)(=O)Nc3ccc4c(c3)OCO4)ccc2N1	1.3	-9.6	.
40	CCOC(=O)c1cnc(-c2ccncc2)nc1NCc1cccc(C)c1C	18.4	-6.1	-4.9
41	Cc1ccc(C=Nc2ncn[nH]2)c(O)c1	-17.8	-0.8	.
42	Cc1ccc(CN(C)C(=O)NC2CC(C)(C)NC(C)(C)C2)c(C)c1	-5.2	2.0	.
43	C=CCC(=O)NCC1CCN(Cc2cccc3nonc23)C1 (configuration not stated)	0.8	-7.8	.
44	O=C(CCc1nnc(Cc2cccc(C(F)(F)F)c2)o1)NCCCOc1cccnc1	1.5	-5.1	-4.5
45	c1cc(CN2C[C@@H]3C4CCC(CC4)[C@@H]3C2)cc(N2CCOCC2)c1	8.5	-7.1	-14.4
46	Cc1nccn1C1CCCN(C(=O)Cc2cnn(-c3ccccc3)c2)C1 (configuration not stated)	4.1	-14.9	.
47	Cc1ccc(C(=O)/C=C/Oc2ccc3ccccc3c2)cc1	18.9	-1.3	.
48	CCCNc1nc(SCCC)nc2c1cnn2CCNC(=O)c1cccs1	0.4	1.7	-7.0
49	OC(CNCc1ccc(-c2ccccc2Cl)o1)c1ccccc1 (configuration not stated)	-4.8	2.2	.
50	CN(C)C(=O)c1ccc(-c2cc3cnc(Nc4cccc(NS(C)(=O)=O)c4)cc3[nH]2)cc1	-10.0	-2.3	-5.0

13 entries out of the list, ordered by count of non-hydrogen atoms, lowest first.
no.	SMILES	NPYLR7 agonist	hcGAS inh	mcGAS inh
41	Cc1ccc(C=Nc2ncn[nH]2)c(O)c1	-17.8	-0.8	.
31	CCc1nc(CN(Cc2ccc(Cl)cc2)C2CC2)cs1	8.7	-4.5	.
35	CCCc1cc(C(=O)N2CCC3(CN(C)C(=O)O3)C2)cs1 (configuration not stated)	-0.5	-1.3	.
47	Cc1ccc(C(=O)/C=C/Oc2ccc3ccccc3c2)cc1	18.9	-1.3	.
39	O=C1Cc2cc(S(=O)(=O)Nc3ccc4c(c3)OCO4)ccc2N1	1.3	-9.6	.
42	Cc1ccc(CN(C)C(=O)NC2CC(C)(C)NC(C)(C)C2)c(C)c1	-5.2	2.0	.
46	Cc1nccn1C1CCCN(C(=O)Cc2cnn(-c3ccccc3)c2)C1 (configuration not stated)	4.1	-14.9	.
26	COc1ccccc1C(=O)C1CCCN(C(=O)Nc2cccc(SC)c2)C1 (configuration not stated)	7.7	-3.3	.
29	O=C1NN(C(=O)Nc2ccc(Br)cc2)[C@@H](c2ccccc2)[C@@H]1c1ccccc1	-9.2	-2.7	.
27	COc1ccc(NC2CCCN(Cc3cn[nH]c3-c3ccccc3)C2)cc1OC (configuration not stated)	3.0	-6.5	-9.7
38	CN1OCC(S(=O)(=O)N(C)Cc2ccco2)C1c1cccc(Oc2ccc(Cl)cc2)c1 (configuration not stated)	4.7	0.4	.
50	CN(C)C(=O)c1ccc(-c2cc3cnc(Nc4cccc(NS(C)(=O)=O)c4)cc3[nH]2)cc1	-10.0	-2.3	-5.0
37	O=C(CCC(F)(F)F)N1CCCC(c2nc(-c3cccnc3)ncc2-c2ccccc2F)C1 (configuration not stated)	34.8	-2.8	-9.1

Remaining list, next part.
no.	SMILES	NPYLR7 agonist	hcGAS inh	mcGAS inh
51	Cc1nc2cccc(C)n2c(=O)c1NC(=O)C(c1ccccc1)c1ccccc1	2.8	-10.3	.
52	COc1ccccc1OCC1c2ccsc2CCN1C(=O)CN(CC1CCCO1)S(=O)(=O)c1ccc(C)cc1 (configuration not stated)	-3.4	-2.6	-6.6
53	CCn1nc(C)c(CNC(C)Cn2cncn2)c1C (configuration not stated)	0.3	-4.6	.
54	COC(c1ccc(Cl)cc1)C(C)NC(=O)c1ccc(C(N)=O)cc1 (configuration not stated)	4.6	-6.3	.
55	CCOC(=O)c1oc(NC(=O)c2sccc2Br)nc1C	-1.1	-4.4	-13.9
56	O=C(c1nc2sccn2c1CN1CCCC(c2ccccc2)C1)N1CCCCCCC1 (configuration not stated)	-2.5	1.9	-11.9
57	CNS(=O)(=O)CC(=O)NC(c1ccc(Cl)cc1)C(F)(F)F (configuration not stated)	-0.5	-5.5	.
58	O=C(NC1CCc2[nH]c3cc(Cl)cc(Cl)c3c2C1)c1ccc(F)c(F)c1F (configuration not stated)	0.3	-3.7	-5.6
59	COCCN(Cc1ccc(OC)cc1)c1c(C)nc2ccc(C(=O)NCCN3CCOCC3)cn12	-6.6	-6.6	-2.6
60	CC(CCn1cccn1)NCc1c(C(=O)N2CCCCCCC2)nc2ccc(Cl)cn12 (configuration not stated)	11.8&7.5	-10.8&-2.9	.
61	O=C1/C(=C/C=C/c2ccccc2)Oc2cc(OC(=O)C3CC3)ccc21	-4.2	-0.8	8.5
62	Cc1nn(C)c(=O)c(-c2nnn(CC(=O)N(CC(F)(F)F)C(C)C3CC3)n2)c1C (configuration not stated)	4.2	-4.5	.
63	C=CCCC(O)CNC(c1nc(-c2cccc(C(F)(F)F)c2)no1)C(C)CC (configuration not stated)	-1.1	-1.2	0.4
64	CCCCOc1ccc(C(=O)NCc2ccc3c(c2)cc(C)n3C)cc1	1.4	-6.7	-7.6
65	COc1ccc(CNC(=O)CSc2n[nH]c(=O)c3cc(-c4ccc(C(C)C)cc4)nn23)cc1	-3.3	0.0	-1.7
66	Cc1ccoc1C(=O)N(C)Cc1nc2ccc(F)cc2[nH]1	-1.2	1.2	.
67	O=C(Cc1cn2ccsc2n1)NN=C1CCSc2ccc(F)cc21	-0.3	-5.1	.
68	O=C(NC1CCS(=O)(=O)C1)N1CCOCC1 (configuration not stated)	0.9	-8.7	.
69	CCCN(CC(=O)N(Cc1cccn1C)CC(C)C)C(=O)Nc1ccc(F)c(F)c1	14.0	-2.7	-5.3
70	Cc1ccc2c(c1)CCCN2C(=O)C1CCCN(C(=O)C(C)C)C1 (configuration not stated)	17.0	-4.7	.
71	CCn1cnnc1CCNC(=O)C(C)(C)c1ccccc1	2.6	-2.4	.
72	CCCC(Sc1nnc(-c2cccc(C)c2)n1-c1ccccc1)C(=O)OCC (configuration not stated)	.	0.0	0.9
73	CCn1c(C(=O)OC)cc2sc(Cl)cc21	-8.3	1.8	0.9
74	CCOC(=O)C(C)Sc1ncnc2sc(C)c(C)c12 (configuration not stated)	2.1	-1.5	-2.1
75	COc1cccc(N2C(=O)CSC2c2cccc(NC(=O)c3ccc(C(F)(F)F)cc3)c2)c1 (configuration not stated)	7.4	-1.4	-3.9
76	COc1cn(CC(=O)N2CCc3ccccc32)c(CSc2nccc(C)n2)cc1=O	-4.8	-6.9	-7.0
77	CC(C)(CO)N1CN=C(NS(C)(=O)=O)NC1	1.2	-6.0	.
78	COC(=O)Cn1c(=NC(=O)c2cc(Cl)sc2Cl)sc2cc(F)cc(F)c21	4.7	-1.6	.
79	COc1ccc(-c2nnc3ccc(OCCNC(=O)C(C)(C)C)nn23)cc1	-9.3	-6.3	-8.6
80	Cc1cc(C(=O)N(CCN2CCOCC2)c2nc3c(F)cc(F)cc3s2)on1	-0.8	-7.2	.
81	CSc1nnc2ccc(-c3cccs3)nn12	-13.1	0.3	-5.4
82	COc1cccc(CC2CN(c3ccc(C)nn3)CCO2)c1 (configuration not stated)	38.5	-1.1	-17.8
83	CC(C)CNC(=O)C(=O)NCC1OCCN1S(=O)(=O)c1ccc(Cl)cc1 (configuration not stated)	-2.8	4.1	.
84	COc1cccc(-c2cc(C(=O)O)n3nc(C(C)(C)C)cc3n2)c1	-8.4	7.8	.
85	COCCN1CCCc2ccc(NS(=O)(=O)c3cccs3)cc21	10.7	-3.1	.
86	Cc1ccccc1CC1(CO)CCCN(C(=O)c2ccccc2-c2ccccc2C)C1 (configuration not stated)	7.6	-9.6	.
87	O=S(=O)(CC(CN1CCCCC1)N1CCCCC1)c1ccc2ccccc2c1 (configuration not stated)	3.3	-3.3	.
88	CCOC(=O)N(C)c1ccc(NC(=O)NCC(C)(C)N(C)C)cc1	2.8	0.1	.
